# Screening results (PubChem BioAssay)
# C-LANA FP = inhibitors of KSHV C-LANA binding to DNA, primary screen, biochemical, fluorescence polarization, FAM-LBS DNA, MBP-C-LANA, single point; Kaposi's sarcoma herpesvirus LANA C-terminal domain (residues 932-1162) DNA binding; inhibition, % at 9 µM; actives 0.078% (n = 340,000);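 active = highest replicate inhibition at or above 60% at 9 µM, even if other replicates fall short; inactive = all replicates below 60% inhibition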;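 also: 0% = neutral control wells and 100% = 4 µM acridine orange control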
# SR-BI uptake up = activators of SR-BI mediated DiI-HDL uptake, primary screen, ldlA[mSR-BI] CHO cells, DiI fluorescence | 3 h; 100 = double the neutral-control signal | activation, % at 12.5 µM | actives 0.096% (n = 320,000) | AID 504775, 2011;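 active = mean replicate activation of at least 60% and every replicate at or above 60%; inconclusive = mean or all-replicate condition met, but not both; inactive = mean below 60% and not all replicates reaching 60%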;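 also: 0% = median plate neutral-control signal and 100% = twice that signal; values of inactives mirror those of a sister screen read the other way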
#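 Test system: SR-BI-overexpressing, LDLR-lacking CHO cells; Also added: labelled HDL, 10 µg/mL; Measured by: bottom-read cell fluorescence after medium removal, ex 550/em 595 nm; Timing: 3 h uptake period with compound, 37 °C; Buffer or medium: F12, 0.5% BSA, 25 mM HEPES; Doses: single compound concentration, delivered by pin transfer.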
# SR-BI HDL uptake = inhibitors of SR-BI mediated HDL lipid uptake, primary screen, ldlA[mSR-BI] cells, fluorescence, single point. Scavenger receptor class B member 1 (Mus musculus), Q61009. ldlA[mSR-BI] CHO cells, DiI-HDL uptake fluorescence, 3 h. inhibition, % at 12.5 µM. actives 0.96% (n = 320,000);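 active = mean replicate inhibition of at least 70% and a set share of replicates each scoring 70 or more; inconclusive = meets just one of the two criteria; inactive = fails both criteria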;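 also: 0% = median of neutral control wells and 100% = median of positive control wells; values of inactives mirror those of a sister screen read the other way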
# PKA-R2B activ = activators of PKA-R2B holoenzyme, primary screen, biochemical, fluorescence polarization, Cy5-IP20, human | cAMP-dependent protein kinase catalytic subunit beta (Homo sapiens) + cAMP-dependent … | PKA-R2B holoenzyme dissociation; R2B truncated from residue 108, S112A mutant; 0% DMSO only, 100% 113 µM cGMP | activation, % at 11.4 µM | actives 0.079% (n = 340,000) | AID 504700, 2011;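 active = activation above a cutoff set at the mean over all compounds plus 3 SD, cut at about 18% in these data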;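 also: higher means more holoenzyme dissociation and a rise in polarization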
# Target sequence (P31323 whole entry, looked up, other chains not shown, the tested form may be a part): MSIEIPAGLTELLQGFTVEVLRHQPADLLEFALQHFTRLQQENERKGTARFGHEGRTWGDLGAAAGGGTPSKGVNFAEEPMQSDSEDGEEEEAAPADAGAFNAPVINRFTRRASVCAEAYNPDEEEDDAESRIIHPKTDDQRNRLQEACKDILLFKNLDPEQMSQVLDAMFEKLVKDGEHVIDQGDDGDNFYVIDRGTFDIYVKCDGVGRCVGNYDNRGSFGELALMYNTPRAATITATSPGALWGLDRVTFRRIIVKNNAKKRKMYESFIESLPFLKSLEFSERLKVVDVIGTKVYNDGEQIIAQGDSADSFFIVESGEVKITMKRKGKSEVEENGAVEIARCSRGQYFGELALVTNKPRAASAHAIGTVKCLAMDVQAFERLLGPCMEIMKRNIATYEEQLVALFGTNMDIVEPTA
# NSD2 HMT inh = NSD2 histone methyltransferase inhibitors, primary screen, biochemical, AlphaScreen, single concentration, set 2; NSD2 peptide methylation, 120 min; inhibition, % at 12.5 µM; actives 0.54% (n = 310,000); in the data active = inhibition above about 50%
# PvdQ acylase = P. aeruginosa PvdQ acylase inhibitors, primary screen, biochemical, fluorescence, plate reader and imaging, single point | PvdQ acylase [Pseudomonas aeruginosa LESB58] | purified PvdQ acylase | inhibition, % at 10 µM | actives 0.063% (n = 340,000); in the data active = inhibition above about 30%, passing the limit was not always enough; inconclusive = no clear call, values can overlap the other calls;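 also: 0% = vehicle neutral wells and 100% = reference inhibitor wells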
# RTF Ca sens inh = cardiac RTF calcium sensitivity inhibitors, primary screen, biochemical, IANBD-TnC fluorescence, EC70 calcium; actives 0.12% (n = 340,000); inhibition, % at 7.15 µM; IANBD-labeled cardiac RTF, Ca2+ fluorescence; Troponin I, cardiac muscle (Homo sapiens) + Troponin T, cardiac muscle (Homo sapiens) + …;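 active = inhibition above the mean inhibition of all tested compounds plus 3 SD, cut at about 17% in these data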;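 also: assay run at fixed EC70 calcium of 1.6 mM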
# Keap1-Nrf2 PPI = Keap1-Nrf2 protein-protein interaction inhibitors, primary screen, biochemical, fluorescence polarization, single point; Kelch-like ECH-associated protein 1 (Homo sapiens), Q14145; Keap1 Kelch-Nrf2 peptide fluorescence polarization, 1536-well; inhibition, % at 9.4 µM; actives 0.15% (n = 340,000); in the data active = inhibition above about 12%; inconclusive = no clear call, values can overlap the other calls; inactive = below about 7.3%;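 also: human Keap1 Kelch domain with fluorescein labeled Nrf2 9mer peptide probe; 0% = neutral control wells and 100% = peptide positive control; higher means more block of Keap1 binding to Nrf2 peptide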
# Target sequence (Q14145 whole entry, looked up, the tested form may be a part): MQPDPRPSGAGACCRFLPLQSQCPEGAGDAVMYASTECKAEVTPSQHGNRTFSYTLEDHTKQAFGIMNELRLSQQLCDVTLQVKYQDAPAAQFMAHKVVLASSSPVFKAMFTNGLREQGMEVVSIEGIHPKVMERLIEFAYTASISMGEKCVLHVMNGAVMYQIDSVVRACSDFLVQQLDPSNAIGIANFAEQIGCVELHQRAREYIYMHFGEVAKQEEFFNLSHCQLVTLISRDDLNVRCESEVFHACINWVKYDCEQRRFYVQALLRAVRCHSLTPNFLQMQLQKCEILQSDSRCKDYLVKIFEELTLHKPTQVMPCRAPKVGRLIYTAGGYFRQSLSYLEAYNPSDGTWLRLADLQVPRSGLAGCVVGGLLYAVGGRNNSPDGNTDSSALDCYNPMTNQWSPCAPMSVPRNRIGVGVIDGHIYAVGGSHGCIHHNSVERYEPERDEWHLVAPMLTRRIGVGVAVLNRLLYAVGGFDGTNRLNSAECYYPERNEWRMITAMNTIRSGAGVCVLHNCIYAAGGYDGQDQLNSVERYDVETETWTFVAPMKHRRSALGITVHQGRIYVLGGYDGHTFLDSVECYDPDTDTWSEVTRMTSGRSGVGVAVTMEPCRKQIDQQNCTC
# Arrestin-AP2 inh = inhibitors of beta-arrestin/AP2 binding, primary screen, biochemical, GPCR trafficking, flow cytometry | AID 504490, 2011 | actives 0.31% (n = 340,000) | inhibition, % at 10 µM | beta-arrestin 1 C-terminal peptide binding to AP2 beta2-adaptin appendage (human) | FITC-arrestin peptide / GST-AP2 beads; AP2 beta2 appendage carries R879A mutation;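 active = inhibition above a set limit, near 3 SD of compounds lacking own fluorescence, cut at about 54% in these data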;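 also: plate controls were DMSO wells for no effect and 5 µM unlabelled arrestin peptide for full effect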
#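 test system = AP2 appendage R879A on GSH beads | buffer or medium = PBS plus Tween 20 (0.05%) and BSA (0.1%) | incubation = 12 min plus 1 h, RT | detection = bead flow cytometry, FITC channel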
# DAGLB inhibitor = DAGLB lipase inhibitors, primary screen, biochemical, fluorescence, HTS; inhibition, % at 5.17 µM; actives 0.059% (n = 340,000); HEK293T DAGLB membrane lysate, EnzChek fluorogenic substrate; Diacylglycerol lipase-beta (Homo sapiens), Q8NCG7; in the data active = inhibition above about 34%;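 also: 0% = enzyme with vehicle and 100% = wells lacking enzyme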
# * marks the source's active call; other numbers are inactive results; ? = inconclusive; . = not tested or not shown.
C-LANA FP	SR-BI uptake up	SR-BI HDL uptake	PKA-R2B activ	NSD2 HMT inh	PvdQ acylase	RTF Ca sens inh	Keap1-Nrf2 PPI	Arrestin-AP2 inh	DAGLB inhibitor	Molecule
-12	-46	46	6	8	-2	0	-3	16	-11	COC(=O)c1cccc(NC(=O)Nc2ccc(Cl)cc2Cl)c1
-1.2	13	-13	17	-2	-6	-6	5	4	-1	CC[N+](C)(CC)CC(O)COCC1COc2ccccc2O1 (stereo not drawn)
1.4	.	.	-10	.	9	-5	?	46	-1	O=C(CNC(=O)c1ccccc1F)NCCc1ccc(Cl)cc1Cl
1.5	10	-10	-16	0	-15	-22	1	-3	6	CCOc1ccc2[nH]c(=O)c(CN(CC3CCCN3CC)C(=O)NCc3ccccc3)cc2c1 (stereo not drawn)
0.3	6	-6	-14	-2	2	3	-3	12	0	Cc1cc(N2CC(C)OC(C)C2)nc(C(C)C)n1 (stereo not drawn)
0.7	45	-45	3	-4	-9	-3	-1	5	0	CC(C)(C(=O)O)n1cncn1
0.1	7	-7	-2	1	-11	-4	2	-19	-2	CN1CCOC1c1ccc(C2OCCN2C)cc1 (stereo not drawn)
-3.3	-6	6	-7	0	22	-4	-7	-4	-1	O=C(NCCO)/C(=C\c1ccc([N+](=O)[O-])o1)NC(=O)c1ccccc1
-0.6	-20	20	-12	-6	6	-9	1	6	-4	CCOC(=O)c1ccccc1NS(=O)(=O)c1ccc(OC)cc1
2.7	10	-10	4	3	-5	-17	-5	20	3	c1ccc(Cn2ncc3c(NCc4ccco4)ncnc32)cc1
0.4	-7	7	-8	-6	-4	-4	6	-4	-2	N#Cc1ccccc1NC(=O)C(=O)NCCCN1CCCC1=O
-1.0	.	.	-5	0	-16	-8	-6	-1	0	CCOc1ccc(S(N)(=O)=O)cc1-c1nc2c(C(C)(C)C)nn(C)c2c(=O)[nH]1
1.0	-2	2	-14	9	8	0	-2	18	3	COc1ccc(N2CCN(C(=O)c3ccc(C)cc3)CC2)c([N+](=O)[O-])c1
0.3	5	-5	-1	-1	-4	7	-3	-6	0	CC1C(=O)NN=C1C(=O)N/N=C/c1cccs1 (stereo not drawn)
2.4	11	-11	4	0	1	-7	-4	12	-9	Cc1ccc(C(=O)ONc2ccc(N=O)cc2)cc1
-4.1	24	-24	-15	7	0	0	-4	8	-5	OC(COCc1ccco1)CN1CCN(C(c2ccccc2)c2ccccc2)CC1 (stereo not drawn)
0.3	.	.	-3	0	-15	-6	0	-5	-1	OC(c1ccc(F)cc1)C(CN1CCOCC1)c1ccccc1 (stereo not drawn)
2.9	-15	15	-5	2	2	5	0	1	4	COc1ccccc1Nc1ccc(NS(=O)(=O)c2ccc(C(C)=O)cc2)cc1
-0.6	12	-12	15	0	-2	-6	-1	16	2	CC(=O)Nc1cccc(N=NN2CCCCC2)c1
0.4	4	-4	1	108*	2	-4	-4	18	-2	O=c1[nH]c(CN2CCOCC2)nc2cc(Cl)ccc12
0.7	-5	5	14	-1	-15	-9	0	15	2	c1ccc(Nc2c(-c3ccco3)nc3ccccn23)cc1
0.8	-2	2	6	1	-10	-14	-2	4	1	O=C(COc1ccc2c3c(c(=O)oc2c1)CCC3)N1CCN(c2ccccc2)CC1
1.8	-29	29	7	-3	12	-12	9	33	7	Cc1cc(C(=O)CCC(=O)NNC(=O)c2ccccc2O)c(C)s1
0.5	3	-3	-1	.	-14	-2	-3	-12	2	O=C(C[C@H]1C[C@H](C(=O)N2CCCCC2)[C@@]2(CCc3ccccc3)c3[nH]c4ccc(Cl)cc4c3CCN2C1=O)NCCCn1ccnc1
-0.9	24	-24	2	.	-7	-5	-2	1	3	CN(CCC#N)C(=O)Cn1nc(Cc2ccncc2)c2ccccc2c1=O

# In the list so far, these contain an aryl methoxy group:
C-LANA FP	SR-BI uptake up	SR-BI HDL uptake	PKA-R2B activ	NSD2 HMT inh	PvdQ acylase	RTF Ca sens inh	Keap1-Nrf2 PPI	Arrestin-AP2 inh	DAGLB inhibitor	Molecule
-0.6	-20	20	-12	-6	6	-9	1	6	-4	CCOC(=O)c1ccccc1NS(=O)(=O)c1ccc(OC)cc1
1.0	-2	2	-14	9	8	0	-2	18	3	COc1ccc(N2CCN(C(=O)c3ccc(C)cc3)CC2)c([N+](=O)[O-])c1
2.9	-15	15	-5	2	2	5	0	1	4	COc1ccccc1Nc1ccc(NS(=O)(=O)c2ccc(C(C)=O)cc2)cc1

# (further entries)
C-LANA FP	SR-BI uptake up	SR-BI HDL uptake	PKA-R2B activ	NSD2 HMT inh	PvdQ acylase	RTF Ca sens inh	Keap1-Nrf2 PPI	Arrestin-AP2 inh	DAGLB inhibitor	Molecule
-1.4	-9	9	4	5	10	2	-4	6	0	O=C(CN1CCOc2ccccc21)NCc1cccs1
0.9	-4	4	2	1	-19	-3	-4	-5	-4	COC(CNC(=O)c1ccc(CS(=O)(=O)c2c(Cl)cccc2Cl)o1)OC
-2.3	-1	1	-17	13	-8	-12	-4	-5	-1	COc1ccccc1NC(=O)C(NC(=O)c1ccc(C)cc1)c1ccccc1 (stereo not drawn)
0.3	-31	31	-7	1	-12	-7	2	-1	3	CC(=O)N1CCN(c2ccccc2NC(=O)COc2cc(C)ccc2C(C)C)CC1
2.8	.	.	-2	3	-13	9	0	-2	1	COC(=O)c1ccc(CSc2nnc(Nc3ccc(C)cc3)s2)o1
-2.7	-5	5	-8	0	-14	-17	3	-7	2	O=C(COC(=O)c1ccc(F)c(S(=O)(=O)N2CCOCC2)c1)c1ccc(Br)cc1
-0.1	2	-2	-20	-4	3	-11	-4	9	-2	C=CCNC(=O)c1ccccc1NC(=O)c1ccccc1SC
0.8	5	-5	-1	0	-17	-7	-6	7	5	O=C(CSCc1ccc(Cl)cc1Cl)Nc1ccc(O)cc1C(=O)O
-1.4	-32	32	-17	0	-12	-17	-2	1	4	Cc1ccc(C)c(NC(=O)CSc2nc3ccc(N4C(=O)c5ccccc5C4=O)cc3s2)c1
0.0	7	-7	-5	25	6	-1	2	40	-3	O=C(Nc1ccc(F)cc1F)N1CCCN(c2ccc(C(F)(F)F)cn2)CC1
-5.7	-5	5	3	1	-3	2	2	8	1	CC(C)(C)n1ncc2c(=O)n(CC(=O)N3CCN(c4ccccc4)CC3)cnc21
-1.6	-22	22	-12	-1	-10	-4	4	-2	-1	Cc1cc(=O)n(Cc2ccccc2)c2ccccc12
.	6	-6	-8	2	-6	-4	.	12	-1	Cc1c(C(=O)N2CCN(S(=O)(=O)c3ccccc3)CC2)oc2ccccc12
1.1	-14	14	-9	-1	-8	-2	-6	0	0	COc1ccc(C2=Nn3c(nnc3-c3ccccc3)SC2)cc1OC
26	11	-11	-8	10	4	7	-5	12	-1	CCC(C)(C)NC(=O)C1CC(=O)N(CCc2ccc(F)cc2)C1 (stereo not drawn)
0.2	8	-8	4	-1	-9	-3	2	-1	1	O=C(COC(=O)c1ccc(Cl)cc1[N+](=O)[O-])NC(=O)c1ccccc1
-1.2	0	0	4	-1	-5	-15	0	11	2	CCOc1ccc(NC(=O)c2c(NC(=O)CN3CCN(C)CC3)sc3c2CCC3)cc1
-3.2	-14	14	-3	3	-7	1	-3	11	0	CCCS(=O)(=O)c1c(S(=O)(=O)CCC)c2ccc(C(N)=O)cn2c1C(=O)c1ccc(OC)cc1
0.2	-11	11	-2	1	-8	-9	-3	11	1	Cc1ccccc1OCC(O)CN1CCC(C)CC1 (stereo not drawn)
1.6	-33	33	9	0	-8	-8	-2	28	3	Cc1c(C(=O)N2CCN(C3CCS(=O)(=O)C3)CC2)oc2c(F)cccc12 (stereo not drawn)
-2.0	-9	9	-1	5	2	2	1	8	-2	CCOC(=O)Cn1c(O)c(N=NC(=O)OC)c2ccccc21
0.9	13	-13	2	-7	-5	-7	-7	6	-3	S=C(N/N=C/c1ccccc1)N1CCOCC1
-0.1	-9	9	-14	-11	-4	-7	-1	0	-2	Cc1noc(C)c1COC(=O)Cc1ccc(Cl)c(Cl)c1
0.1	-37	37	-4	1	-12	-4	-3	-7	0	COc1ccccc1NS(=O)(=O)c1ccc(Cl)c(NC(=O)C(C)N2C(=O)c3ccccc3C2=O)c1 (stereo not drawn)
0.0	7	-7	-7	-3	-1	-3	-6	8	-3	COc1cccc(S(=O)(=O)Nc2noc3ccccc23)c1
-0.8	8	-8	-9	.	-7	4	-6	2	0	CCOC(=O)C1=C(C)N(CCCC(=O)O)C(=O)NC1c1ccc([N+](=O)[O-])cc1 (stereo not drawn)
1.0	31	-31	-19	4	11	1	-4	-1	1	CN(Cc1cccc(F)c1)C(=O)c1ccc(NS(=O)(=O)c2ccc3[nH]c(=O)[nH]c3c2)cc1
1.2	8	-8	-1	12	4	-2	-3	7	-1	CC(C)(C)N1CC(C(=O)O)CC1=O (stereo not drawn)
0.3	24	-24	-8	0	-7	-9	0	1	1	Cn1c(SCC(=O)Nc2ccccc2)nnc1C(F)(F)F
0.4	0	0	-1	-1	20	-3	2	38	1	Cc1cc(NC(=O)CN2CCCCC2)no1
-0.9	0	0	3	-1	0	3	2	10	0	CCCC(CCC)n1[nH]c(=O)c2c(C)cc(C)nc21
0.8	18	-18	-6	-2	8	4	1	-10	-7	Cc1cccc(C(=O)OCC(=O)Nc2ccccc2C(=O)NC2CC2)c1
-1.2	10	-10	-4	-1	-4	-3	-1	18	1	Cc1ccc(C(=O)N/C(=C\c2ccc3c(c2)OCO3)C(=O)Nc2ccc(C(=O)O)cc2)cc1
-2.1	-11	11	-9	5	-14	-8	-5	10	1	COc1ccc2c(c1)c(C(C)=O)c(C)n2CCc1ccc(OC)c(OC)c1
0.0	-37	37	1	.	-6	3	-1	11	1	COc1ccc(CN2C(=O)[C@@H]3Cc4c([nH]c5ccccc45)C(C)(C)N3C2=O)cc1
